Bioassay records: PubChem, several laboratories
C-LANA FP: inhibitors of KSHV LANA C-terminal domain DNA binding; 340,000 compounds, 0.078% hits; inhibition, % at 9 µM; MBP-C-LANA/FAM-LBS DNA binding, fluorescence polarization;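 active means highest replicate inhibition at or above 60% at 9 µM, even if other replicates fall short; inactive means all replicates below 60% inhibition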;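 further: 0% = neutral control wells and 100% = 4 µM acridine orange control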
RTF Ca sens inh: cardiac RTF calcium desensitization. IANBD-labeled cardiac RTF, Ca2+ fluorescence. 340,000 compounds, 0.12% hits. P19429+P45379. inhibition, % at 7.15 µM;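 active means inhibition above the mean inhibition of all tested compounds plus 3 SD, cut at about 17% in these data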;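 further: assay run at fixed EC70 calcium of 1.6 mM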
CAL PDZ FP-1: blocks peptide binding to the human CAL PDZ domain. purified CAL PDZ, TMR-peptide fluorescence polarization, 1 h. inhibition, % at 24.9 µM. 300,000 compounds, 0.92% hits. AID 602252;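 active means mean inhibition of at least 30% with at least half of replicates also reaching 30%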;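 further: 0% = DMSO neutral control and 100% = excess unlabeled competitor peptide PRC23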
PKA-R2B activ: activators of human PKA-R2B complex; P22694+P31323; PKA-R2B holoenzyme dissociation, Cy5-IP20 fluorescence polarization; R2B truncated from residue 108, S112A mutant; 0% DMSO only, 100% 113 µM cGMP; activation, % at 11.4 µM; 340,000 compounds, 0.079% hits; AID 504700;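 active means activation above a cutoff set at the mean over all compounds plus 3 SD, cut at about 18% in these data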;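 further: higher means more holoenzyme dissociation and a rise in polarization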
Keap1-Nrf2 PPI: disrupts human Keap1 binding to Nrf2 peptide; Q14145; AID 504523; Keap1 Kelch-Nrf2 peptide fluorescence polarization, 1536-well; inhibition, % at 9.4 µM; 340,000 compounds, 0.15% hits; in the data active means inhibition above about 12%;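 further: human Keap1 Kelch domain with fluorescein labeled Nrf2 9mer peptide probe; 0% = neutral control wells and 100% = peptide positive control; higher means more block of Keap1 binding to Nrf2 peptide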
Target sequence (Q14145 whole entry, looked up, the tested form may be a part): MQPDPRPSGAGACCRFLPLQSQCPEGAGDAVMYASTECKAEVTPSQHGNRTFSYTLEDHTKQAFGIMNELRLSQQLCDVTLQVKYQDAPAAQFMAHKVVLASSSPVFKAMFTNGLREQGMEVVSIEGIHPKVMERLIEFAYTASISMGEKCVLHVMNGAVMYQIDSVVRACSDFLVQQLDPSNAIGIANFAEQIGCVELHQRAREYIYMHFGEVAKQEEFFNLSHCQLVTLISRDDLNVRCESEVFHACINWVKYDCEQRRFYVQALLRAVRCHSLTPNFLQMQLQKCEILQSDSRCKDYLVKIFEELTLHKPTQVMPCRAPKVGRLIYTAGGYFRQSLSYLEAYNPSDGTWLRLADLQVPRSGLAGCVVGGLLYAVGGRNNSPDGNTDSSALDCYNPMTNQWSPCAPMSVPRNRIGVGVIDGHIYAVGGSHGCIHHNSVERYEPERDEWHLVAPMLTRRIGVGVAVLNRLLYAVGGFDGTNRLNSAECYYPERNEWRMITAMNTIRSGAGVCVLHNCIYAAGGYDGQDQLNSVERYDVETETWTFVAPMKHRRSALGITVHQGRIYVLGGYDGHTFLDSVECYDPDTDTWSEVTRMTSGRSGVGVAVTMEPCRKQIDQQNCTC
DAGLB inh: blocks human DAGLB lipase activity. Q8NCG7. HEK293T DAGLB membrane lysate, EnzChek fluorogenic substrate. inhibition, % at 5.17 µM. 340,000 compounds, 0.059% hits. AID 504411; in the data active means inhibition above about 34%;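 further: 0% = enzyme with vehicle and 100% = wells lacking enzyme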
SR-BI uptake up: SR-BI HDL lipid transfer activation. activation, % at 12.5 µM. AID 504775. CHO ldlA[mSR-BI] cells, DiI-HDL uptake fluorescence, 3 h; 100 = double the neutral-control signal. 320,000 compounds, 0.096% hits;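 active means mean replicate activation of at least 60% and every replicate at or above 60%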;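 further: 0% = median plate neutral-control signal and 100% = twice that signal; values of inactives mirror those of a sister screen read the other way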
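Material: SR-BI-overexpressing, LDLR-lacking CHO cells | Dosing: Single compound concentration, delivered by pin transfer | Probe or stimulus: Labelled HDL, 10 µg/mL | Signal: Bottom-read cell fluorescence after medium removal, ex 550/em 595 nm | Schedule: 3 h, 37 °C | Evaluation: HDL uptake via cellular fluorescence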
RTF Ca sens act: cardiac RTF calcium sensitization; IANBD-labeled TnC RTF fluorescence at EC20 calcium; 0% EC20 calcium, 100% full calcium; activation, % at 7.2 µM; 340,000 compounds, 0.24% hits; AID 493008; P19429+P45379;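 active means activation above the mean over all tested compounds plus 3 SD, cut at about 30% in these data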;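 further: rise in fluorescence read as greater calcium sensitivity of cardiac thin filaments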
CAL PDZ FP-2: blocks peptide binding to human CAL PDZ domain; purified CAL PDZ, TMR-peptide fluorescence polarization, 1 h; inhibition, % at 20 µM; 330,000 compounds, 0.02% hits; AID 504414;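 active means highest replicate inhibition of at least 40%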;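 further: plate controls were DMSO neutral control wells for no effect and unlabeled competitor peptide control wells for full effect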
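Material – purified CerCALP PDZ construct · Detection – FP readout, S and P plane fluorescence · Measure – percent inhibition from loss of millipolarization · Controls – unlabelled peptide for full inhibition, DMSO wells as neutral · Probe or stimulus – TMR-labelled reporter peptide T*-PRC34 bound in PDZ groove · Times – 1 h at RT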
Rtt109 Vps75: inhibitors of Candida albicans Rtt109/Vps75 histone acetyltransferase. inhibition, % at 34.9 µM. purified Rtt109/Vps75, ThioGlo CoA-SH fluorescence, 4 h. Q5AAJ8. 330,000 compounds, 0.16% hits;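 active means inhibition of at least 50% in every replicate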
Target sequence (Q5AAJ8 whole entry, looked up): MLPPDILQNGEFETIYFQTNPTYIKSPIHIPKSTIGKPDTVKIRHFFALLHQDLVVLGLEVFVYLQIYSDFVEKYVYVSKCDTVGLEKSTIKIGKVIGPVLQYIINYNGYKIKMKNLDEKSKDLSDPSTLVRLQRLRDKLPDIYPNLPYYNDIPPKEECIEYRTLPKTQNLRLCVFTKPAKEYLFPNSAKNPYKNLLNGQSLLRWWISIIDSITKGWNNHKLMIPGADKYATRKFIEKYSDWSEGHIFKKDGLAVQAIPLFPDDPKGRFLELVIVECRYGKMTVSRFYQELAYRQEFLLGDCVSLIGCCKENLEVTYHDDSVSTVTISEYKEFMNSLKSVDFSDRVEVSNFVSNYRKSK
An asterisk follows results filed as active.

A first look (2 entries):
O=C(Cc1cccs1)NCCCc1ccccc1 was read as C-LANA FP 1.0, RTF Ca sens inh -1.0, CAL PDZ FP-1 -5.8, PKA-R2B activ 3.9, Keap1-Nrf2 PPI -4.7, DAGLB inh 0.9, SR-BI uptake up 9.2, RTF Ca sens act -3.7, CAL PDZ FP-2 -0.3 and Rtt109 Vps75 -4.6.
Screening O=C(O)c1ccccc1Sc1c([N+](=O)[O-])cc(C(F)(F)F)cc1[N+](=O)[O-] returned C-LANA FP 3.4, RTF Ca sens inh -12.9, CAL PDZ FP-1 -6.5, PKA-R2B activ 4.5, Keap1-Nrf2 PPI 1.4, DAGLB inh 5.6, SR-BI uptake up 21.5, RTF Ca sens act 0.6, CAL PDZ FP-2 0.4 and Rtt109 Vps75 -11.2.

The listing (from the top)
O=C(Cc1cccs1)NCCCc1ccccc1 was read as C-LANA FP 1.0, RTF Ca sens inh -1.0, CAL PDZ FP-1 -5.8, PKA-R2B activ 3.9, Keap1-Nrf2 PPI -4.7, DAGLB inh 0.9, SR-BI uptake up 9.2, RTF Ca sens act -3.7, CAL PDZ FP-2 -0.3 and Rtt109 Vps75 -4.6.
Screening O=C(O)c1ccccc1Sc1c([N+](=O)[O-])cc(C(F)(F)F)cc1[N+](=O)[O-] returned C-LANA FP 3.4, RTF Ca sens inh -12.9, CAL PDZ FP-1 -6.5, PKA-R2B activ 4.5, Keap1-Nrf2 PPI 1.4, DAGLB inh 5.6, SR-BI uptake up 21.5, RTF Ca sens act 0.6, CAL PDZ FP-2 0.4 and Rtt109 Vps75 -11.2.
`CC(=O)N1N=C(c2ccc(Br)cc2)CC1c1cn(C)c2ccccc12` (stereo unspecified) gave C-LANA FP 0.4, RTF Ca sens inh -11.6, CAL PDZ FP-1 -2.6, PKA-R2B activ -6.7, Keap1-Nrf2 PPI 0.9, DAGLB inh -0.2, SR-BI uptake up 2.2, RTF Ca sens act 4.9, CAL PDZ FP-2 0.2 and Rtt109 Vps75 -3.3.
Screening COc1ccc(/C=C/C(=O)Nc2c(C)nn(C)c2C)cc1COc1ccc(Br)cc1 returned C-LANA FP 0.9, RTF Ca sens inh -2.5, CAL PDZ FP-1 -1.5, PKA-R2B activ -3.9, Keap1-Nrf2 PPI 2.1, DAGLB inh 2.9, SR-BI uptake up -6.1, RTF Ca sens act 3.6, CAL PDZ FP-2 -2.8 and Rtt109 Vps75 -2.6.
`Cc1c(Cl)cccc1NC(=O)c1ccc(-n2ccnc2)nc1` gave C-LANA FP -2.4, RTF Ca sens inh -5.7, CAL PDZ FP-1 -1.2, PKA-R2B activ -9.7, Keap1-Nrf2 PPI -2.7, DAGLB inh -0.7, SR-BI uptake up -4.5, RTF Ca sens act 1.6, CAL PDZ FP-2 -4.2 and Rtt109 Vps75 -11.7.
For O=C(CSc1nnc(CNC(=O)C23CC4CC(CC(C4)C2)C3)n1-c1ccc(F)cc1)Nc1ccc(F)cc1 the results were C-LANA FP 0.9, RTF Ca sens inh -8.5, CAL PDZ FP-1 -2.9, PKA-R2B activ 2.3, Keap1-Nrf2 PPI -1.1, DAGLB inh 2.0, SR-BI uptake up -26.1, RTF Ca sens act 6.2, CAL PDZ FP-2 0.2 and Rtt109 Vps75 -5.1.
For COc1cccc(/C=N/NC(=O)CN2CC(c3ccccc3)CC2=O)c1O (stereo unspecified) the results were C-LANA FP 0.8, RTF Ca sens inh -0.5, CAL PDZ FP-1 -0.6, PKA-R2B activ -6.6, Keap1-Nrf2 PPI -3.7, DAGLB inh 3.0, SR-BI uptake up 2.1, RTF Ca sens act -1.5, CAL PDZ FP-2 -2.8 and Rtt109 Vps75 8.9.
`CCOC(=O)C1CCCN(C(=O)CCNS(=O)(=O)c2ccc3c(c2)CCC(=O)N3)C1` (stereo unspecified) gave C-LANA FP 0.0, RTF Ca sens inh -2.7, CAL PDZ FP-1 -2.7, PKA-R2B activ 2.9, Keap1-Nrf2 PPI -0.3, DAGLB inh 0.5, SR-BI uptake up 3.8, RTF Ca sens act -0.3, CAL PDZ FP-2 0.4 and Rtt109 Vps75 8.2.
Screening OC(CNCCc1ccc(C(F)(F)F)cc1)COc1cccc2ccccc12 (stereo unspecified) returned C-LANA FP -0.7, RTF Ca sens inh -7.6, CAL PDZ FP-1 -3.4, PKA-R2B activ 1.1, Keap1-Nrf2 PPI 1.0, DAGLB inh -7.7, SR-BI uptake up -13.6, RTF Ca sens act 6.7, CAL PDZ FP-2 -2.7 and Rtt109 Vps75 10.6.
CCCN(C(=O)COC(=O)Cn1c(=O)oc2ccccc21)c1c(N)n(Cc2ccccc2)c(=O)[nH]c1=O was read as C-LANA FP -0.3, RTF Ca sens inh 3.2, PKA-R2B activ -4.2, Keap1-Nrf2 PPI -1.9, DAGLB inh 3.1, SR-BI uptake up 21.7, RTF Ca sens act 0.6, CAL PDZ FP-2 0.4 and Rtt109 Vps75 -1.9.
Screening CCOC(=O)C1=C(COC(=O)/C=C/c2ccc(OC)cc2OC)NC(=O)NC1C (stereo unspecified) returned C-LANA FP -2.8, RTF Ca sens inh 9.5, CAL PDZ FP-1 -1.5, PKA-R2B activ -1.1, Keap1-Nrf2 PPI -2.1, DAGLB inh -3.1, SR-BI uptake up -31.6, RTF Ca sens act 4.1, CAL PDZ FP-2 -2.2 and Rtt109 Vps75 1.6.
COC(=O)c1cccc(-n2nnnc2SCC(=O)Nc2cc(C)on2)c1 was read as C-LANA FP 0.6, RTF Ca sens inh 5.7, CAL PDZ FP-1 -1.9, PKA-R2B activ -1.8, Keap1-Nrf2 PPI -0.6, DAGLB inh 0.3, SR-BI uptake up 10.1, RTF Ca sens act -0.4, CAL PDZ FP-2 -1.0 and Rtt109 Vps75 6.2.
For Cc1cc(C)n(CC(=O)N2CCCC(C(=O)c3cccc(OC(C)C)c3)C2)n1 (stereo unspecified) the results were C-LANA FP 2.3, RTF Ca sens inh 3.8, CAL PDZ FP-1 0.8, PKA-R2B activ -6.9, Keap1-Nrf2 PPI 0.1, DAGLB inh 1.0, SR-BI uptake up 1.2, RTF Ca sens act 0.5, CAL PDZ FP-2 -0.5 and Rtt109 Vps75 -7.7.
`O=[N+]([O-])c1ccc(N2CCN(c3ccccc3F)CC2)c(S(=O)(=O)N2CCOCC2)c1` gave C-LANA FP -0.6, RTF Ca sens inh -7.0, CAL PDZ FP-1 -0.7, PKA-R2B activ -15.4, Keap1-Nrf2 PPI -4.3, DAGLB inh -1.6, SR-BI uptake up -19.5, RTF Ca sens act -4.0, CAL PDZ FP-2 -0.3 and Rtt109 Vps75 2.2.
CC1CCCC(NC(=O)COC(=O)COc2ccc(Br)cc2)C1C (stereo unspecified) was read as C-LANA FP -1.6, RTF Ca sens inh -3.4, CAL PDZ FP-1 -7.0, PKA-R2B activ -8.8, Keap1-Nrf2 PPI -3.6, DAGLB inh -4.9, SR-BI uptake up 56.3, RTF Ca sens act 4.9, CAL PDZ FP-2 0.1 and Rtt109 Vps75 0.8.
Screening O=C(NC1CCCC1)c1ccc(CS(=O)(=O)c2ccc(Cl)cc2)o1 returned C-LANA FP 0.3, RTF Ca sens inh -9.5, CAL PDZ FP-1 69.5*, PKA-R2B activ -4.7, Keap1-Nrf2 PPI -1.0, DAGLB inh 1.9, SR-BI uptake up 31.7, RTF Ca sens act 1.3, CAL PDZ FP-2 -1.7 and Rtt109 Vps75 -1.0.
For CCOC(=O)[C@H]1[C@H]2COc3ccccc3[C@@H]2N2C(=O)c3cc(Br)ccc3NC(=O)[C@@]12C the results were C-LANA FP -2.2, RTF Ca sens inh -33.0, CAL PDZ FP-1 -5.0, PKA-R2B activ -2.5, Keap1-Nrf2 PPI -2.9, DAGLB inh -1.9, SR-BI uptake up 5.8, RTF Ca sens act 1.1, CAL PDZ FP-2 0.2 and Rtt109 Vps75 8.8.
`CCOc1cc(NC(=S)NCC2CCCO2)c(OCC)cc1NC(=O)c1cccc(F)c1` (stereo unspecified) gave C-LANA FP -1.0, RTF Ca sens inh -9.8, CAL PDZ FP-1 -3.3, PKA-R2B activ 3.2, Keap1-Nrf2 PPI 3.8, DAGLB inh 2.9, SR-BI uptake up -61.0, RTF Ca sens act 2.9, CAL PDZ FP-2 0.1 and Rtt109 Vps75 6.7.
`CC(=O)N(C)c1ccc(NC(=O)CCN2C(=O)c3ccccc3C2=O)cc1` gave C-LANA FP -0.1, RTF Ca sens inh -1.7, CAL PDZ FP-1 -1.6, PKA-R2B activ 4.3, Keap1-Nrf2 PPI 0.3, DAGLB inh 0.0, SR-BI uptake up -2.0, RTF Ca sens act -3.0, CAL PDZ FP-2 -0.4 and Rtt109 Vps75 2.0.
`CN(C)CCNS(=O)(=O)c1ccc(N2CCc3ccccc32)c([N+](=O)[O-])c1` gave C-LANA FP 1.0, RTF Ca sens inh 1.0, CAL PDZ FP-1 1.3, PKA-R2B activ -2.8, Keap1-Nrf2 PPI -1.4, DAGLB inh 8.9, RTF Ca sens act -8.2, CAL PDZ FP-2 -1.6 and Rtt109 Vps75 -7.8.
`COc1cccc(/C=C/C(=O)N2CCN(c3ccccn3)CC2)c1` gave C-LANA FP -0.1, RTF Ca sens inh -2.2, CAL PDZ FP-1 -8.6, PKA-R2B activ 1.4, Keap1-Nrf2 PPI 0.4, DAGLB inh -2.5, SR-BI uptake up 9.4, RTF Ca sens act -6.5, CAL PDZ FP-2 -0.8 and Rtt109 Vps75 6.8.
`CCOC(=O)C1=C(COC(=O)CNC(=O)c2ccc(C(C)(C)C)cc2)NC(=O)NC1C` (stereo unspecified) gave C-LANA FP 0.2, RTF Ca sens inh 4.3, CAL PDZ FP-1 -5.8, PKA-R2B activ 0.9, Keap1-Nrf2 PPI -6.3, DAGLB inh -1.2, SR-BI uptake up 0.3, RTF Ca sens act -1.7, CAL PDZ FP-2 -4.9 and Rtt109 Vps75 9.7.
For C[C@]12CCC3c4ccc(O)cc4CCC3C1CC/C2=N\N (stereo partly specified) the results were C-LANA FP 0.5, RTF Ca sens inh -3.8, CAL PDZ FP-1 2.3, PKA-R2B activ 1.4, Keap1-Nrf2 PPI -4.0, DAGLB inh -1.9, SR-BI uptake up -23.1, RTF Ca sens act 10.4, CAL PDZ FP-2 -0.1 and Rtt109 Vps75 -0.5.
Screening Cc1ccc(CNC(=O)c2cccc3c2C(=O)c2ccc(N4CCC(C)CC4)cc2S3(=O)=O)cc1 returned C-LANA FP 15.6, RTF Ca sens inh -115.8, CAL PDZ FP-1 2.4, PKA-R2B activ -2.0, Keap1-Nrf2 PPI 1.9, DAGLB inh -0.3, SR-BI uptake up -13.9, RTF Ca sens act 100.1*, CAL PDZ FP-2 -0.3 and Rtt109 Vps75 -2.0.
